# Assay outcomes (PubChem)
# Phagocyt inh = inhibitors of macrophage phagocytosis, primary screen, imaging, J774A.1 cells, IgG beads; AID 1029, 2008; 0.07% of 110,000 active; J774A.1 macrophage IgG-bead phagocytosis; inhibition, % at 5 µM;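 active = inhibition above the mean of the plate negative controls plus 5 SD, cut at about 13% in these data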;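 note: phagocytic index as fraction of beads internalized from green versus red external bead signal; plate controls were DMSO negative control for no effect and cytochalasin-D positive control for full effect; some results beyond the cut were filed as inactive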
# MRP-1 activ = H69AR viability gain despite doxorubicin, primary screen, MRP-1 activator project, H69AR cells, CellTiter-Glo; viability increase, % at 10 µM; AID 799, 2007; viability rescue; 0.61% of 140,000 active;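 active = viability gain under doxorubicin at or above a set limit, the compound median plus 3 SD, cut at about 4.7% in these data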;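 note: MRP-1 overexpressing cells given doxorubicin 25 µM after compound pretreatment; 18-22 h compound pretreatment then 72 h with doxorubicin before readout; 0% = doxorubicin-only wells and 100% = vehicle-treated cells without doxorubicin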
# GALR2 blocker = GALR2 antagonists in receptor-expressing cells, primary screen | antagonist mode | inhibition, % at 4 µM | Galanin receptor type 2 (Homo sapiens), O43603 | 0.39% of 140,000 active; in the data active = inhibition above about 27%;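 note: cells stimulated with galanin 1-16 at roughly its EC80; 0% = agonist challenge control and 100% = basal control without agonist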
# Target sequence (O43603 whole entry, looked up): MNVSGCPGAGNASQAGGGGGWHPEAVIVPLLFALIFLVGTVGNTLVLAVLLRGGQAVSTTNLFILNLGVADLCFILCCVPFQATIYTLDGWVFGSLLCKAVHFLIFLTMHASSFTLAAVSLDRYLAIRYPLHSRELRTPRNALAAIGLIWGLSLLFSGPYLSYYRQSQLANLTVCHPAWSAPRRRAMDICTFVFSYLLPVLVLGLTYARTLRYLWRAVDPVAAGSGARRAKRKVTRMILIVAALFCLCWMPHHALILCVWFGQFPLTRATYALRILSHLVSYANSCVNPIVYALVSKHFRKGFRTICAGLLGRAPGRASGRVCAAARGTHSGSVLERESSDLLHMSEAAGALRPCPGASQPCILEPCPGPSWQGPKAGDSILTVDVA
# NPY-Y2 antag = NPY-Y2 receptor antagonists, primary screen, cell-based; AID 793, 2007; 0.99% of 140,000 active; Neuropeptide Y receptor type 2 (Homo sapiens), P49146; inhibition, % at 2.7 µM; NPY-Y2 expressing cells, antagonist mode; in the data active = inhibition above about 17%;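 note: 0% = vehicle with agonist challenge and 100% = reference antagonist with challenge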
# Target sequence (P49146 whole entry, looked up): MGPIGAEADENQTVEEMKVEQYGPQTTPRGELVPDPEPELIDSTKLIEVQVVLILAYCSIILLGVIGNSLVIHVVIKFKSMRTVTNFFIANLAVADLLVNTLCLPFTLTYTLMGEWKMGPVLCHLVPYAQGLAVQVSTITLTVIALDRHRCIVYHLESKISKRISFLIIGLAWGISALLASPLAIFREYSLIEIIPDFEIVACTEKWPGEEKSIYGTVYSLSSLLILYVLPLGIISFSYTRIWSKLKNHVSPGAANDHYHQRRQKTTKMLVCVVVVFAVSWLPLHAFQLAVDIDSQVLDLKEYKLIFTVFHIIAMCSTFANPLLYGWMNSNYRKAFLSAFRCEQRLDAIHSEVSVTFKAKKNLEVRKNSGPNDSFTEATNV
# E-sel TNF inh = E-selectin induction blockers in HUVEC – imaging, immunofluorescence, high content, primary screen; inhibition, % at 2 µM; 0.71% of 120,000 active; HUVEC TNFa-induced E-selectin immunofluorescence;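 active = inhibition above the batch mean plus 3 SD, and confirmed as a hit on visual image review, cut at about 43% in these data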;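 note: 0% = TNF-stimulated DMSO wells and 100% = unstimulated control wells; not every result past the cut was called active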
# Measles CPE = compounds protecting cells from measles virus cytopathic effect, primary screen, measles RdRp inhibitor project, single point, MLSMR library, absorbance. Measles virus-infected cells, CPE protection. protection (pct of control), % at 4 µM. 1.5% of 140,000 active. AID 841, 2007; in the data active = protection mostly above about 24%, no sharp cut-off; inactive = mostly below about 26%; note: some compounds called inactive have numbers as strong as hits
# BB579 growth dn = growth inhibitors of yeast BB579 in restrictive medium, primary screen, yeast lifespan-shortening project, S. cerevisiae; OD615, 48 h; inhibition, % at 10 µM; 0.51% of 140,000 active; AID 804, 2007;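 active = inhibition above a set limit, 3 SD over the mean compound inhibition, cut at about 44% in these data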; note: inactives centre near -24
#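 Assay system – yeast BB579 (DeaD) · Dosing – single compound dose of 10 µM, 0.25% DMSO final · Detection – OD615 turbidity measurement · Buffer or medium – CSMM-D restrictive synthetic medium containing dextrose (glucose) · Benchmarks – positive control amphotericin B 10 µg/mL · Incubation – 48 h exposure, 30 °C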
# bCat KO growth = primary screen for growth suppressors in beta-catenin knockout HCT116 cells (colon tumor, human) | viability, % at 10 µM | HCT116 beta-catenin knockout viability, CellTiter-Glo, 60 h; active compounds read low | 1.5% of 140,000 active | AID 818, 2007;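 active = viability at or under a set limit, the compound median less 4 SD, cut at about 6% in these data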;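 note: 0% = Hyamine 1622 control at 20 µM and 100% = untreated cell control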
# Yeast lifespan up = compounds extending yeast replicative lifespan, primary screen, S. cerevisiae, OD615; inhibition of the nicotinamide effect, % at 10 µM; AID 775, 2007; 0.68% of 130,000 active; S. cerevisiae growth with nicotinamide; deaD strain in restrictive glucose medium;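 active = inhibition above a set limit, placed 3 SD over the median of all compounds, cut at about 26% in these data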;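 note: 0% = nicotinamide-treated wells and 100% = cells grown without nicotinamide; some compounds called inactive have numbers as strong as hits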
#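 System: DeaD-strain S. cerevisiae / Buffer or medium: CSMM-D, restrictive glucose (dextrose) synthetic minimal medium / Probe or stimulus: nicotinamide, 1.5 mM, co-present with compound / Compound: one concentration, 10 µM, DMSO 0.25% / Incubation: 48 h compound exposure at 30 °C, humidified / Technique: optical density (absorbance) at 615 nm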
# HCT116 PTEN-null = growth suppression of PTEN-null HCT116, primary screen, cell-based, CellTiter-Glo | 1.2% of 140,000 active | viability, % at 10 µM | AID 827, 2007 | HCT116 PTEN-null viability, 60 h; active compounds read low;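 active = viability at or below a set limit, 4 SD under the median of all tested compounds, cut at about 3.7% in these data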;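 note: PTEN knockout HCT116 line with beta catenin targeted HCT116 as companion control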
# * = called active by the depositor; x = no result given. This is a random part of the collection. About 6.1% of those tested had a hit in this group.
SMILES,Phagocyt inh,MRP-1 activ,GALR2 blocker,NPY-Y2 antag,E-sel TNF inh,Measles CPE,BB579 growth dn,bCat KO growth,Yeast lifespan up,HCT116 PTEN-null
Cc1oc(-c2ccc(Cl)cc2)nc1CN1CCC(C(=O)NCc2cccs2)CC1,0,-3.5,-17,12,12,6,-32,68,-4,66
C=CCn1c(=O)c2c(nc3n2CC(C)CN3c2cccc(OC)c2)n(C)c1=O (stereo unspecified),0,-0.6,-6,-3,23,5,17,99,-9,86
Cc1ccc(S(=O)(=O)N2CCSC2C(=O)O)cc1 (stereo unspecified),x,-0.4,-7,0,-27,25,-6,105,x,100
O=C(CS(=O)(=O)Cc1ccccc1)NCc1ccc2c(c1)OCO2,2,-0.6,0,1,-7,23,-19,90,1,94
O=S(=O)(Nc1ccc(-c2csc(-c3ccccc3)n2)cc1)c1ccccc1,-3,0.9,4,-2,-17,3,-47,88,9,94
COc1ccc(-c2ccc(-c3noc(C4CCCCC4)n3)c(OC)n2)cc1,-1,3.1,-2,5,9,10,-33,80,-13,90
Cc1ccc(N(CC(=O)N/N=C/c2ccco2)S(=O)(=O)c2ccccc2)cc1,-2,-3.3,-10,3,-13,14,-9,98,-9,101
O=C(O)c1ccccc1C(=O)N1CCN(c2cccc(Cl)c2)CC1,x,-1.7,2,5,11,12,-12,93,3,91
COc1ccc(C2C(C#N)=C(N)Oc3n[nH]c(C)c32)cc1Cn1cc([N+](=O)[O-])cn1 (stereo unspecified),1,-4.5,-1,-1,3,20,-31,102,-23,89
COCCCNC(=O)c1ccc2nc3ccccc3c(=O)n2c1,-1,-2.3,-4,-2,x,3,-8,94,-8,99
Cc1ccccc1OCCNC(=S)Nc1ccccc1,x,-2.8,1,2,-24,4,-38,90,-23,79
O=C(Nc1ccc2c(c1)OCO2)C1CCCN1C(=O)Nc1cccc(F)c1 (stereo unspecified),-1,-1.4,17,-1,-10,2,-25,91,-1,102
C=CCOc1ccc(/C(CC)=N/O)cc1OC,0,0.5,-24,0,9,22,-3,113,-11,104
Cc1ccc(OCC(O)Cn2c(=N)n(CCN3CCOCC3)c3ccccc32)cc1 (stereo unspecified),-1,-2.2,1,5,2,33,-10,59,-11,62
COc1ccccc1/C=C/C=N/NC(=O)Cc1cccn1C,-4,0.2,16,-2,x,4,-42,84,-3,79
CCN(CC)C(=O)CSC(=Nc1ccccc1F)NC#N,-2,-3.5,1,1,6,15,-15,97,0,93
C=CCn1c(/N=C/c2ccc3c(c2)OCO3)nc2ccccc21,x,-0.6,3,1,20,4,-17,90,x,102
CN(Cc1ccccc1)C(=O)CCNC(=O)Cn1cnc2ccccc2c1=O,-1,-3.0,1,4,x,15,-7,72,-8,88
COc1ccc(C)cc1NC(=O)CN(c1ccc(F)cc1)S(C)(=O)=O,-1,-3.5,9,-3,25,18,-6,82,-10,79
CCCCCCCCSc1nnc(-c2ccc(OC)cc2)o1,x,-0.9,16,0,12,11,-39,90,-13,98
C/C(=N\NC(=O)C1(C)CC1(Br)Br)c1cccc(NC(=O)C2CCC2)c1 (stereo unspecified),-1,-1.1,14,2,x,11,-20,91,-1,90
Nc1nnc(SCC(=O)Nc2ccc3nc(SCC(=O)Nc4ccccc4)sc3c2)s1,-5,1.5,7,5,x,33,-40,76,-1,72
COc1ccc(-n2nnnc2SCC(=O)N2CCCC2)cc1OC,-1,-0.2,-1,3,x,33,-36,89,-5,92
O=C(NCC1CCCO1)C(=Cc1cccc([N+](=O)[O-])c1)C(=O)NCC1CCCO1 (stereo unspecified),0,-5.1,-3,1,x,17,-9,5.2*,8,4
CCOCCCNC(=O)C(c1ccc(Cl)cc1)N1CCC2(CC1)OCCO2 (stereo unspecified),-1,-1.4,8,7,x,15,1,83,0,93
CCCC1C(C(=O)OCC)=C(C)NC(C)=C1C(=O)OCC,1,-0.9,7,2,x,3,-67,85,-2,84
CCC/C(O)=C1\C(=O)CCCC1=NCCCCCC(=O)O,2,0.2,-5,0,5,11,-22,93,-4,104
Cc1ccccc1Cc1c(C)nc2ncnn2c1C,-2,-0.6,7,2,-2,17,-43,85,-10,85
Cc1ccccc1NC(=O)CSc1nc(N)c2c3c(sc2n1)CSC(C)(C)C3,-11,-2.5,-4,47*,-36,19,-21,62,-4,65
O=C(Oc1ccc2c3c(c(=O)oc2c1)CCCC3)c1ccco1,-1,-0.1,-8,8,-28,11,-4,114,-16,107
FC(F)Oc1ccc(NC(=S)NCc2ccccc2)cc1Cl,x,-1.7,7,0,-8,8,-27,19,-14,16
O=C(CSc1cccc2cccnc12)OCC(=O)c1ccccc1,x,-1.4,-3,5,-30,-1,-30,81,-11,81
O=C(NCc1ccco1)NC12CC3CC(CC(C3)C1)C2,-2,-0.7,2,2,16,1,-53,105,-7,95
COCC(C)NC(=O)C(C)Oc1ccccc1 (stereo unspecified),-2,-1.0,-6,4,16,17,-48,101,7,94
Cc1ccc(NC(=O)c2ccc(S(=O)(=O)N3CCOCC3)cc2)nc1,0,1.4,-11,6,11,12,13,90,1,92
Cc1cc(=O)oc2cc(OCc3ccc(C(=O)N4CCN(c5ccc([N+](=O)[O-])cc5)CC4)cc3)ccc12,-8,-0.5,-2,2,-4,5,-44,90,-1,92
COc1ccc(NC(=O)C2CCCN2C(=O)OCc2ccccc2)c(OC)c1 (stereo unspecified),-1,-1.1,5,2,-55,15,6,108,-13,99
CC1CCN(CC(O)COc2cccc(F)c2)CC1 (stereo unspecified),0,-3.0,-7,7,x,6,-22,87,-5,102
CCC(CC)NC(=O)c1cc(OC)c(OC)cc1[N+](=O)[O-],-2,-0.8,-10,2,38,5,-11,95,-5,97
C=CCNC(=O)CN1CCC(n2c(C)nc3cc(C(F)(F)F)ccc32)CC1,0,-3.3,5,2,-1,3,7,110,-8,97

# 4 of the entries above in order of their number in Measles CPE, largest number first.
structure,Phagocyt inh,GALR2 blocker,NPY-Y2 antag,E-sel TNF inh,Measles CPE,Yeast lifespan up
Cc1ccccc1Cc1c(C)nc2ncnn2c1C,-2,7,2,-2,17,-10
C/C(=N\NC(=O)C1(C)CC1(Br)Br)c1cccc(NC(=O)C2CCC2)c1 (stereo unspecified),-1,14,2,x,11,-1
CCC(CC)NC(=O)c1cc(OC)c(OC)cc1[N+](=O)[O-],-2,-10,2,38,5,-5
Cc1ccccc1OCCNC(=S)Nc1ccccc1,x,1,2,-24,4,-23

# Ordered by length of the SMILES (high to low): some entries from above
SMILES,Phagocyt inh,MRP-1 activ,GALR2 blocker,NPY-Y2 antag,E-sel TNF inh,Measles CPE,BB579 growth dn,bCat KO growth,Yeast lifespan up,HCT116 PTEN-null
O=C(Nc1ccc2c(c1)OCO2)C1CCCN1C(=O)Nc1cccc(F)c1 (stereo unspecified),-1,-1.4,17,-1,-10,2,-25,91,-1,102
C=CCn1c(/N=C/c2ccc3c(c2)OCO3)nc2ccccc21,x,-0.6,3,1,20,4,-17,90,x,102
O=C(CSc1cccc2cccnc12)OCC(=O)c1ccccc1,x,-1.4,-3,5,-30,-1,-30,81,-11,81
Cc1ccccc1Cc1c(C)nc2ncnn2c1C,-2,-0.6,7,2,-2,17,-43,85,-10,85

# Carrying on.
SMILES,Phagocyt inh,MRP-1 activ,GALR2 blocker,NPY-Y2 antag,E-sel TNF inh,Measles CPE,BB579 growth dn,bCat KO growth,Yeast lifespan up,HCT116 PTEN-null
COc1cccc(C2NC(=O)NC(C)=C2C(=O)Nc2ccc(C)cc2)c1 (stereo unspecified),4,1.4,4,2,18,0,9,92,-11,100
CN1C(=O)/C(=C\c2ccncc2)SC1=Nc1ccccc1,-3,-4.1,6,0,26,9,39,49,-6,47
Cc1ccc(NC(=O)CSCCc2ccccn2)nc1,0,-0.9,4,4,x,2,-40,98,-3,98
Cc1ccc(C(=O)NC(=S)Nc2ccc(NC(=O)c3cccs3)cc2)cc1[N+](=O)[O-],-2,-1.2,-3,1,-39,8,-17,41,0,50
CC(C)CNC(=O)CC(c1ccccc1)c1c(O)ccc2ccccc12 (stereo unspecified),x,0.3,-1,-1,17,5,-39,75,-15,71
Clc1ccc(CSc2nnc(-c3ccccn3)n2Cc2ccco2)c(Cl)c1,2,-1.9,7,6,x,21,-68,81,4,85
Cc1ccc(S(=O)(=O)N(C)c2ccccc2)cc1,x,-2.2,-2,2,6,22,-27,88,3,91
C=CCNC(=O)/C(=C\C=C\c1ccccc1)NC(=O)c1ccc(OCCCC)cc1,5,-1.8,-5,7,-29,22,-13,90,-24,82
COc1ccc(NC(=O)Nc2cc(C)ccc2OC)cc1,-1,-0.2,14,1,12,9,-64,102,-13,101
Cc1cccc(C(=O)N2CCN(c3ccc([N+](=O)[O-])c(N4CCOCC4)c3)CC2)c1,x,-3.6,-4,1,8,4,6,92,-21,97
CCOc1cccc(=O)c2c(C)n(C)c(C)c12,x,-1.5,-8,-3,-19,5,-46,99,-13,94
CCCn1c(=O)c2ccccc2n2c(SCC(=O)c3ccc(CC)cc3)nnc12,-2,-0.7,3,0,-1,13,-2,90,-11,81
CCNc1cc(N2CCN(S(=O)(=O)c3ccc4c(c3)CCCC4)CC2)ccc1[N+](=O)[O-],x,0.3,-12,0,-7,6,-4,77,-3,86
CCC(=O)Nc1ccc2nc(C)n(Cc3ccccc3Cl)c(=O)c2c1,x,-0.6,13,1,-12,5,-29,86,x,89
CC(NC(=O)CSc1nnc(CC(=O)Nc2ccc(Cl)c(Cl)c2)n1C)c1ccccc1 (stereo unspecified),1,-0.8,9,5,34,17,-73,96,-13,94
Cc1ccc(-n2c(-c3ccccc3)n[nH]c2=S)cc1,x,1.1,-7,2,13,7,-29,96,x,124

# Quoted at random: 2 compounds from above, in no set order.
SMILES,Phagocyt inh,MRP-1 activ,GALR2 blocker,NPY-Y2 antag,E-sel TNF inh,Measles CPE,BB579 growth dn,bCat KO growth,Yeast lifespan up,HCT116 PTEN-null
CCC(=O)Nc1ccc2nc(C)n(Cc3ccccc3Cl)c(=O)c2c1,x,-0.6,13,1,-12,5,-29,86,x,89
CC(C)CNC(=O)CC(c1ccccc1)c1c(O)ccc2ccccc12 (stereo unspecified),x,0.3,-1,-1,17,5,-39,75,-15,71
